# High-throughput results: PubChem, Broad Institute
# LGR2 antag – inhibitors of bursicon-induced LGR2 CRE-luciferase signal, primary screen, cell-based, HEK293, CRE-luciferase reporter, bursicon stimulation. bursicon-stimulated, 4 h. Drosophila bursicon receptor LGR2 (rickets). AID 720647, 2013. 380,000 compounds, 0.35% hits. inhibition, % at 9.99 µM;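 active means drop in luminescence signal, shown as inhibition above about 50% in the replicate tests, limit read from the data, passing the limit was not always enough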;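 further: agonist challenge used bursicon conditioned medium at about half maximal strength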
# SIRT5 block – SIRT5 desuccinylase inhibitors, primary screen, biochemical, fluorescence imaging, single point, set 5; Purified SirT5, succinyl-peptide AMC, trypsin-coupled fluorescence; inhibition, % at 15 µM; 330,000 compounds, 1.1% hits; AID 652115, 2013; in the data active means inhibition above about 15%
# Target sequence (Q9NXA8 whole entry, looked up): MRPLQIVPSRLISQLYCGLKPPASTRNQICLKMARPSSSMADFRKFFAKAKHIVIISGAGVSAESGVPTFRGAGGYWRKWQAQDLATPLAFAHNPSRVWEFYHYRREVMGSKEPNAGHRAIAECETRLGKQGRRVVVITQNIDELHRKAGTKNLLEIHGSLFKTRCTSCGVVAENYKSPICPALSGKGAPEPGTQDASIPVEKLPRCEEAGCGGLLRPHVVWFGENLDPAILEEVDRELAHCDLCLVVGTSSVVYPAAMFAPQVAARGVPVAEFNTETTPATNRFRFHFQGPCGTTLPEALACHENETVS
# C2C12 statin – suppressors of statin myotoxicity in C2C12 myotubes, primary screen, cell-based, single point, plate reader. AID 602340, 2012. rescue of ATP level, % at 7.49 µM. 330,000 compounds, 0.78% hits. C2C12 myotubes + simvastatin, ATP luminescence, 48 h; scaled: DMSO 0, geranylgeraniol control 100;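 active means mean ATP rescue above about 67%, or every replicate alone reaching that limit, limit read from the data, passing the limit was not always enough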;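 further: myotubes were challenged with 10 µM simvastatin during compound exposure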
# esBAF inh – Bmi1 luciferase reporter increase in mESCs, primary screen, esBAF inhibitor project, mouse ES cells, Bmi1 luciferase knock-in, single point | 24 h; 100% = twice the neutral-well signal | reporter increase, % at 12.5 µM | 350,000 compounds, 2% hits | AID 602393, 2012; in the data active means activation above about 40%;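 further: 0% = median of the plate's neutral control wells and 100% = double that signal; a rise in the Bmi1 reporter signal indicates esBAF inhibition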
# S100A4 inh HTS – inhibitors of S100A4-myosin IIA peptide binding, primary screen, biochemical, fluorescence polarization, TAMRA-MyoIIA peptide | inhibition, % at 10.7 µM | 360,000 compounds, 0.14% hits | AID 652163, 2013;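 active means mean inhibition of at least 70% across replicates, with every replicate also reaching that level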
# Target sequence (P26447 whole entry, looked up): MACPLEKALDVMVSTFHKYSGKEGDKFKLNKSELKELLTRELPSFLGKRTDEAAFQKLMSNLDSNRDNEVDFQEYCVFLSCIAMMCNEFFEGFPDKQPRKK
#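 System – human S100A4 monomer protein, biochemical binding assay · Buffer or medium – Calcium-containing HEPES buffer, pH 7.2 · Timing – 5 min between mix addition and reading · Also added – TAMRA-labelled myosin IIA heavy-chain peptide probe, 5 nM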
# Casp6 inh – human caspase-6 inhibitors, primary screen, biochemical, VEID-R110 fluorescence, single point, set 2; P55212; purified caspase-6, Z-VEID-R110 cleavage fluorescence; inhibition, % at 12.5 µM; 350,000 compounds, 0.53% hits;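 active means mean inhibition across replicates at least about 35%, with every replicate also reaching that limit, limit read from the data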;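 further: 0% = median of neutral control wells and 100% = no fluorescence left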
# Target sequence (P55212 24-179 limits assumed): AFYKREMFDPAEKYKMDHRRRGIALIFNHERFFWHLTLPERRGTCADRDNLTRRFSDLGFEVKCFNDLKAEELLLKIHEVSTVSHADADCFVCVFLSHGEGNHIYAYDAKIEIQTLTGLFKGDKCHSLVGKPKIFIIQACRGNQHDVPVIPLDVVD
# Target sequence (P55212 194-293 limits assumed): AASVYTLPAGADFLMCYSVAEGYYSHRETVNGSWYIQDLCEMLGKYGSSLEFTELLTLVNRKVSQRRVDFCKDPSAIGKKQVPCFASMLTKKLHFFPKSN
# FN deposition inh – inhibitors of fibronectin matrix deposition, primary screen, AH1F cells, Alexa488-fibronectin fluorescence, plate reader. AID 743247, 2014. 350,000 compounds, 0.086% hits. AH1F fibroblasts, overnight. inhibition, % at 12.6 µM;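 active means mean inhibition across replicates of 30% or more, regardless of how many single replicates reach that level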;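 further: positive control wells lacked labelled fibronectin entirely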
#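 Material: AH1F fibroblast monolayer depositing Alexa488-labelled fibronectin into matrix | Input: 10000 AH1F cells/well | Medium: DMEM plus 2% serum, read in PBS | Reagent: Alexa488-fibronectin, 24 nM final in well | Compound dosing: One dose per compound, pinned | Schedule: 1 h adhesion, overnight exposure | Measured by: Fluorescence at 485 nm excitation, 525 nm emission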
# Starred values were filed as active, the others as inactive; / = no result given; & = joins results of further samples; ! = not confirmed by another sample. Only part of the results is shown, so the mix of outcomes need not match the whole.
1. Nc1cc(-c2ccncc2)c[nH]c1=O
2. CC1(C)O[C@H]2CC(=O)OCC23[C@H]2CC[C@@]4(C)[C@H](c5ccoc5)OC(=O)[C@H]5O[C@]54[C@]2(C)C(=O)C[C@@H]13 (some centres undefined)
3. COc1cncc(C#Cc2ccccn2)c1
4. CCCn1ncc(CN2CCCC(C(=O)c3cccc(OC(C)C)c3)C2)c1C (centres undefined)
5. COc1nc(C)nc(Cl)c1NC1=NCCN1
6. CN(C)CCCN1c2ccccc2Sc2ccccc21
7. O=C(Cn1ccnc1[N+](=O)[O-])NCCO
8. CC(=O)O[C@]1(C(C)=O)CC[C@H]2[C@@H]3C=C(Cl)C4=CC(=O)[C@@H]5C[C@@H]5[C@]4(C)[C@H]3CC[C@@]21C
9. O=C(O)[C@@H]1[C@H]2C[C@H]3c4[nH]c5ccccc5c4CCN3C[C@@H]2CC[C@@H]1O
10. CC(C)Cn1cnc2c1c(=O)n(C)c(=O)n2C

entry no. | 1 | 2 | 3 | 4 | 5 | 6 | 7 | 8 | 9 | 10
LGR2 antag | -11 | / | -91 | 2 | / | 11 | -5 | 5&-7 | -5 | -31
SIRT5 block | 3 | 1 | 0 | -3 | -4&-1 | -2 | 2 | 1 | 1 | 0
C2C12 statin | 3 | -1 | / | -14 | 4&-2 | -3 | 8 | 9&0 | 6 | 5
esBAF inh | 0 | -6 | / | -11 | -2&-5 | 4 | -5 | -2&0 | -9 | -8
S100A4 inh HTS | 152*! | 2 | 5 | 1 | -3&4 | 1&-2 | 0 | -6&3 | 29 | -3
Casp6 inh | 27 | -2 | 1 | -1 | -1 | -5 | -4 | 3&6 | 26 | -4
FN deposition inh | 7&0 | / | 3 | 1 | 1&-2 | 6&7 | -7 | 2 | -6 | -6

# Look-ups from above:
# cpd 6 – SIRT5 block: -2
# cpd 2 – Casp6 inh: -2
# cpd 4 – Casp6 inh: -1
# cpd 5 – C2C12 statin: 4&-2
# cpd 7 – Casp6 inh: -4

# Later entries.
11. C=C1c2cccc(O)c2C(=O)C2C(=O)[C@]3(O)C(=O)C(C(N)=O)C(=O)[C@@H](N(C)C)[C@@H]3[C@@H](O)[C@H]12 (some centres undefined)
12. NS(=O)(=O)c1cc2c(cc1C(F)(F)F)NC(Cc1ccccc1)NS2(=O)=O (centres undefined)
13. CCC[C@H](N[C@@H](C)C(=O)N1[C@H](C(=O)O)C[C@@H]2CCCC[C@@H]21)C(=O)OCC
14. CC(=O)NCCCCCC(=O)O
15. COc1ccc(CN(CCN(C)C)c2ccccn2)cc1
16. CC(C)Cc1ccc(C(C)C(=O)O)cc1 (centres undefined)
17. Cc1cc(C)nc(/N=C(\N)Nc2ccc(S(N)(=O)=O)cc2)n1
18. COc1cc2nc(N3CCN(C(=O)C4COc5ccccc5O4)CC3)nc(N)c2cc1OC (centres undefined)
19. CC(C)=CC(=O)O[C@@H]1Cc2cc3ccc(=O)oc3cc2OC1(C)C
20. CC(C)Cc1ccc([C@H](C)C(=O)O)cc1

entry no. | 11 | 12 | 13 | 14 | 15 | 16 | 17 | 18 | 19 | 20
LGR2 antag | 1 | / | -8 | -25 | 2&1&-8 | 3 | -19 | -3 | -6 | /
SIRT5 block | 46* | 0 | 9 | 0 | 0&0&-1 | -2 | -5 | -12 | / | -3
C2C12 statin | 8 | 0 | 2 | 2 | -1&0&0 | 3 | -6 | -5 | 4 | 3
esBAF inh | -4 | 1 | 0 | -4 | -1&-5&-1 | 5 | -8 | -5 | -5 | 4
S100A4 inh HTS | -1 | -7 | -2 | -4 | 4&-9&-1 | 0&0 | 6 | -1 | -5 | -4
Casp6 inh | / | 2 | 3 | / | -1&14&8 | -2 | -3 | / | -1 | -2
FN deposition inh | / | -1 | -1 | -2 | -9&-6&-2 | 0 | -2 | -6 | 0 | -3

# Complete entries from above. Order of values: LGR2 antag, SIRT5 block, C2C12 statin, esBAF inh, S100A4 inh HTS, Casp6 inh, FN deposition inh
# `Nc1cc(-c2ccncc2)c[nH]c1=O` reads -11, 3, 3, 0, 152*!, 27, 7&0
# `CCCn1ncc(CN2CCCC(C(=O)c3cccc(OC(C)C)c3)C2)c1C` (centres undefined) reads 2, -3, -14, -11, 1, -1, 1

# Next part.
21. Cc1onc(-c2ccccc2Cl)c1C(=O)N[C@@H]1C(=O)N2[C@@H]1SC(C)(C)[C@@H]2C(=O)O
22. Cc1nnc(NS(=O)(=O)c2ccc(N)cc2)s1
23. CC1=C(C(=O)O)N2C(=O)[C@@H](NC(=O)[C@H](N)c3ccc(O)cc3)[C@H]2SC1
24. C[C@]12CC[C@H]3[C@@H](CCC4=CC(=O)CC[C@@]43C)[C@@H]1CC[C@@H]2C(=O)CO
25. COc1ccccc1OCC(O)COC(N)=O (centres undefined)
26. CCOC(=O)C1(CCOc2ccccc2)CCN(Cc2ccc(O)c(Cl)c2)CC1
27. Nc1ccc(C(=O)Nc2ccccc2N)cc1
28. CCOc1ccc(S(=O)(=O)N2CCCCCC2)c2ccccc12
29. Cc1nc2c3ccccc3nc(NNC(=O)CCC(=O)N3CCN(c4ccccc4)CC3)n2n1
30. O=C(O)COC(=O)Cc1ccccc1Nc1c(Cl)cccc1Cl

entry no. | 21 | 22 | 23 | 24 | 25 | 26 | 27 | 28 | 29 | 30
LGR2 antag | 1&-3 | 13 | 7 | / | -2 | 7 | -22 | / | 10 | 1
SIRT5 block | 1&2 | 0 | -2 | 3 | -2 | -6 | -3 | / | -3 | -4
C2C12 statin | 1&-1 | 13 | -2 | 4 | -1 | -27 | 8 | 11 | -5 | 2
esBAF inh | -2&0 | 5 | -1 | -5 | -7 | -2 | -19 | 1 | 0 | 13
S100A4 inh HTS | 0&19 | -17 | 2 | -16 | -1 | 0 | -2 | / | -14 | 2
Casp6 inh | 13&2 | 5 | / | 7 | 2 | 1 | -1 | / | 5 | -3
FN deposition inh | 19&-5 | -11 | / | -4 | -1 | -2 | -6 | 10 | 7 | -12

31. O=C1N(c2ccccc2)c2ccccc2C1(Cc1ccncc1)Cc1ccncc1
32. C[C@H]1c2cccc(O)c2C(=O)C2C(=O)C3(O)C(=O)C(C(N)=O)C(=O)[C@@H](N(C)C)[C@@H]3[C@@H](O)[C@@H]21 (some centres undefined)
33. c1ccc2c(CC3=NCCN3)cccc2c1
34. Cc1coc2c1C(=O)C(=O)c1c-2ccc2c1CCCC2(C)C
35. C/C=C/C=N\NC(=O)c1ccncc1
36. CC(=O)N1C[C@H](O)C[C@H]1C(=O)O
37. CCCCCCCCO
38. COc1c(O)cc2c(c1O)C1OC(CO)C(O)C(O)C1OC2=O (centres undefined)
39. CCCOc1ccccc1-c1nc2n[nH]nc2c(=O)[nH]1
40. N=C(N=C(N)N)N1CCOCC1

entry no. | 31 | 32 | 33 | 34 | 35 | 36 | 37 | 38 | 39 | 40
LGR2 antag | 9 | 7 | / | -8 | 13 | -1 | 8 | -5 | -6 | -11
SIRT5 block | 1 | 6 | -4 | / | -4 | -2 | / | -5 | 4 | 0
C2C12 statin | 3 | 3 | -7 | -9 | -10 | 1 | -5 | 4 | 2 | 4
esBAF inh | -3 | 8 | 0 | 34 | -2 | 6 | -6 | -6 | -9 | 2
S100A4 inh HTS | -2 | 9 | 1 | -1 | -2 | 2 | -22 | 5 | 3 | -1
Casp6 inh | 1 | 21 | 3 | 23 | -1 | 0 | -1 | 6 | 0 | -1
FN deposition inh | 3 | 0 | 5 | / | 3 | / | / | 1 | -1 | 2

41. CC1(C)OC2CC3C4CC(F)C5=CC(=O)C=CC5(C)C4(F)C(O)CC3(C)C2(C(=O)CO)O1 (centres undefined)
42. O=C1NCC2(CCN(CCc3ccccc3)CC2)O1
43. CC(=O)[C@H]1CC[C@H]2[C@@H]3C[C@H](C)C4=CC(=O)CC[C@]4(C)[C@H]3[C@@H](O)C[C@]12C
44. O=c1cc[nH]c(=O)[nH]1
45. CC1=NN(c2ccccc2)C(=O)C1
46. C[C@H](CCC(=O)O)[C@H]1CC[C@H]2[C@@H]3[C@@H](O)C[C@@H]4C[C@H](O)CC[C@]4(C)[C@H]3CC[C@]12C
47. NC(=O)NC(CCC(=O)O)C(=O)O (centres undefined)
48. CN(C)C/C=C(/c1ccc(Br)cc1)c1cccnc1

entry no. | 41 | 42 | 43 | 44 | 45 | 46 | 47 | 48
LGR2 antag | 0 | 12 | -17 | 0 | / | -4 | -17 | -16
SIRT5 block | 17* | -5 | -4 | -5 | 1 | -1 | / | 10
C2C12 statin | -11 | -3 | 19 | -1 | 3 | 2 | -2 | -2
esBAF inh | -2 | 1 | 0 | 0 | 4 | 1 | -8 | -5
S100A4 inh HTS | -1 | -1 | 9&-6 | 15 | 11&5 | 10 | -7 | 1
Casp6 inh | -1 | -4 | -1 | -3 | 1 | -1 | 0 | -6
FN deposition inh | -1 | -4 | 0&2 | -8 | -6 | -4 | / | 14

# Some of the entries so far, with values under each structure.
# Sequence of screens – LGR2 antag, SIRT5 block, C2C12 statin, esBAF inh, S100A4 inh HTS, Casp6 inh, FN deposition inh
41) CC1(C)OC2CC3C4CC(F)C5=CC(=O)C=CC5(C)C4(F)C(O)CC3(C)C2(C(=O)CO)O1 (centres undefined)
→ 0, 17*, -11, -2, -1, -1, -1
42) O=C1NCC2(CCN(CCc3ccccc3)CC2)O1
→ 12, -5, -3, 1, -1, -4, -4
43) CC(=O)[C@H]1CC[C@H]2[C@@H]3C[C@H](C)C4=CC(=O)CC[C@]4(C)[C@H]3[C@@H](O)C[C@]12C
→ -17, -4, 19, 0, 9&-6, -1, 0&2
44) O=c1cc[nH]c(=O)[nH]1
→ 0, -5, -1, 0, 15, -3, -8
45) CC1=NN(c2ccccc2)C(=O)C1
→ /, 1, 3, 4, 11&5, 1, -6
46) C[C@H](CCC(=O)O)[C@H]1CC[C@H]2[C@@H]3[C@@H](O)C[C@@H]4C[C@H](O)CC[C@]4(C)[C@H]3CC[C@]12C
→ -4, -1, 2, 1, 10, -1, -4
47) NC(=O)NC(CCC(=O)O)C(=O)O (centres undefined)
→ -17, /, -2, -8, -7, 0, /

# Part of the list above, as tab-separated lines:
no.	compound	LGR2 antag	SIRT5 block	C2C12 statin	esBAF inh	S100A4 inh HTS	Casp6 inh	FN deposition inh
30	O=C(O)COC(=O)Cc1ccccc1Nc1c(Cl)cccc1Cl	1	-4	2	13	2	-3	-12
31	O=C1N(c2ccccc2)c2ccccc2C1(Cc1ccncc1)Cc1ccncc1	9	1	3	-3	-2	1	3
